# Compound activity (PubChem)
# Gli-Sufu block – Gli-Sufu pathway antagonists, primary screen, luciferase luminescence, Sufu-KO-LIGHT cells, uHTS. AID 588413, 2011. inhibition, % at 5 µM. Sufu-KO-LIGHT fibroblasts, Gli luciferase reporter luminescence. hit rate 0.74% among 340,000;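 active means inhibition above about 55%, limit read from the data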;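 further: 0% = DMSO-treated cells and 100% = wells with medium but no cells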
# CXCR6 inh – CXCR6 receptor inhibitors, primary screen, cell-based, beta-arrestin, luminescence, CHO-K1 PathHunter, 1536-well; C-X-C chemokine receptor type 6 (Homo sapiens), O00574; inhibition, % at 20 µM; hit rate 0.36% among 360,000; AID 602244, 2012; in the data active means inhibition above about 34%, passing the limit was not always enough;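 further: antagonist mode with CXCL16 agonist at 10 nM final; 0% = 10 nM CXCL16 with DMSO and 100% = unstimulated wells without agonist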
# APOBEC3G inh – APOBEC3G DNA deaminase inhibitors, primary screen, biochemical, fluorescence, single-stranded DNA substrate, uHTS. DNA dC->dU-editing enzyme APOBEC-3G (Homo sapiens), Q9HC16. recombinant A3G, ssDNA deamination FAM/TAMRA fluorescence. inhibition, % at 20 µM. hit rate 0.28% among 330,000. AID 493012, 2011;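 active means inhibition of at least 40% at 20 µM, with no more than 30% in the related APOBEC3A deaminase screen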;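 further: plate controls were DMSO wells with A3G for no effect and wells lacking A3G enzyme for full effect; some compounds called inactive have numbers as strong as hits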
# NR3A LBD binder – binders of NR3A ligand-binding domain, primary screen, biophysical, differential scanning fluorimetry, uHTS; Glutamate receptor ionotropic, NMDA 3A (GRIN3A) ligand-binding domain; hit rate 2.5% among 340,000; Tm shift relative to glycine control, % at 25 µM; NR3A LBD differential scanning fluorimetry, Tm shift; 0% = protein alone, 100% = glycine-bound protein;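 active means melting temperature shift of at least 10% of the positive control shift, at one fixed dose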
# CCR6 antag – CCR6 receptor antagonists, primary screen, cell-based, CHO-K1, luminescence, beta-arrestin, uHTS | C-C chemokine receptor type 6 (Homo sapiens), P51684 | CHO-K1 CCR6 PathHunter beta-arrestin, CCL20-stimulated | inhibition, % at 20 µM | hit rate 0.49% among 340,000 | AID 493098, 2011;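 active means compounds whose inhibition of the agonist-driven luminescence signal at 20 µM reaches about 50%, limit read from the data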;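 further: cells stimulated with CCL20 at 14 nM final; plate controls were DMSO with CCL20 for no effect and DMSO without agonist for full effect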
# Target sequence (P51684 whole entry, looked up): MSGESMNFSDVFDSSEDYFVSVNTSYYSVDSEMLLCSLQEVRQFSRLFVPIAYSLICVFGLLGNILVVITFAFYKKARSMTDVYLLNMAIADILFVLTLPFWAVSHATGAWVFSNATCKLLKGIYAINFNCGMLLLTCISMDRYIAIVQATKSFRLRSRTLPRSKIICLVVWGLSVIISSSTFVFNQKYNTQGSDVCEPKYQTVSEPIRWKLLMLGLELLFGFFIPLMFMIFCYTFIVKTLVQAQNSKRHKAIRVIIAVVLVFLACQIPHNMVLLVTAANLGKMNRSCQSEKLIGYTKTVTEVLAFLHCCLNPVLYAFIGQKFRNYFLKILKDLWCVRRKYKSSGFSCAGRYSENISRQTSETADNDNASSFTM
# EBI2 antag – EBI2 receptor antagonists, beta-arrestin recruitment, primary screen, cell-based, luminescence, 7a,25-OHC stimulation, uHTS; hit rate 0.81% among 360,000; G-protein coupled receptor 183 (Homo sapiens), P32249; AID 651636, 2012; inhibition, % at 5 µM; 7a,25-OHC stimulated; in the data active means inhibition above about 38%;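 further: enzyme fragment complementation signal reports receptor beta-arrestin coupling in cells; 0% = agonist plus DMSO wells and 100% = wells without agonist; some results beyond the cut were filed as inactive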
# Target sequence (P32249 whole entry, looked up, the tested form may be a part): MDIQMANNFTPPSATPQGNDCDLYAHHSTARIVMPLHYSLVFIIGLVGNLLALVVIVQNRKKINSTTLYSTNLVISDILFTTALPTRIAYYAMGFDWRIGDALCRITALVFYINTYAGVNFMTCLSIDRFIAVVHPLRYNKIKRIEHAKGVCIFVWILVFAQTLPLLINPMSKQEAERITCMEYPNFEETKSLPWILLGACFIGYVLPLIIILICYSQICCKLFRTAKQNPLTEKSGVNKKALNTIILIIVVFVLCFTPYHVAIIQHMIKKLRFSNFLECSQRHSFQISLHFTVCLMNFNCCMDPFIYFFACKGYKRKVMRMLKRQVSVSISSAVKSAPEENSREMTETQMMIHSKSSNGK
# MPTP block – mitochondrial permeability transition pore inhibitors, primary screen, biochemical, isolated mouse mitochondria, absorbance; Ca2+ swelling absorbance, 30 min; inhibition, % at 10 µM; hit rate 1.4% among 360,000; AID 602449, 2012;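 active means inhibition of 50% or more, scaled per plate between neutral and stimulator controls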;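 further: 0% = DMSO wells given calcium and 100% = 1 mM EGTA wells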
# APOBEC3A inh – APOBEC3A ssDNA deaminase inhibitors, primary screen, selectivity assay for APOBEC3G inhibitor project, biochemical, FAM/TAMRA oligo cleavage fluorescence | AID 493011, 2011 | hit rate 0.41% among 330,000 | inhibition, % at 20 µM | recombinant A3A, FAM/TAMRA ssDNA deamination fluorescence | DNA dC->dU-editing enzyme APOBEC-3A (Homo sapiens), P31941;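 active means at least 40% inhibition at 20 µM here, with at most 30% in a related deaminase screen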;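 further: plate controls were A3A with DMSO for no effect and wells lacking A3A enzyme for full effect; some results filed as inactive read as strong as hits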
# Target sequence (P31941 whole entry, looked up): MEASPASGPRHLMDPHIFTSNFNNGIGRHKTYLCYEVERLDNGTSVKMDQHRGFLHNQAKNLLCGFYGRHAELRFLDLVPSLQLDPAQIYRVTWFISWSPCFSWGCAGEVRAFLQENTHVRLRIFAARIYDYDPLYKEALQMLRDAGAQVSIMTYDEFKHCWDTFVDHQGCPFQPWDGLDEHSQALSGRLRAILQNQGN
# Active calls of the source: *; . = no result given.
no.	molecule	Gli-Sufu block	CXCR6 inh	APOBEC3G inh	NR3A LBD binder	CCR6 antag	EBI2 antag	MPTP block	APOBEC3A inh
1	Cc1ccc2c(c1)N(CC(=O)NCc1ccco1)C(=O)CO2	-13	-2	0	1	2	-9	-1.1	0
2	CN(CC(=O)NCCc1ccc(S(N)(=O)=O)cc1)CC(=O)Nc1ccc(Cl)c(C(F)(F)F)c1	-1	-8	.	-10	15	-15	2.2	.
3	CCc1nnc(SCC(=O)Nc2ccc(N3CCOCC3)cc2)n1C	-7	2	-7	0	3	-8	-0.7	-2
4	O=C(N/N=C/c1coc2ccccc2c1=O)c1cn(-c2ccccc2)nc1-c1ccc(F)cc1	-15	-8	-2	1	-4	7	1.0	-1
5	c1ccc2oc(-c3nn4c(Cn5cnc6ccccc65)nnc4s3)cc2c1	5	-5	-4	1	9	1	4.2	1
6	COc1cc(C2C(C#N)=C(N)N(Nc3ccccc3)C3=C2C(=O)CC(C)(C)C3)ccc1OCc1cccc(F)c1 (stereo not given)	11	4	4	-1	7	10	-10	-2
7	CC(C)(O)C(=O)NN(Cc1ccccc1)c1ccccc1	4	-5	4	-2	-2	-4	1.7	-1
8	CC(C)[C@@H]1CC[C@@H](C)c2c(-c3ccccc3)n[nH]c21	-9	0	8	-3	13	0	-1.6	-14
9	Cc1cccc(NC(=O)c2oc3ccc(S(=O)(=O)N4CCOCC4)cc3c2C)c1C	5	-7	-2	-2	5	-13	-4.6	0
10	O=C(CN1C(=O)c2ccccc2S1(=O)=O)Nc1ncc(Cl)cc1Cl	48	-10	5	-1	-10	-10	-1.0	9
11	CC(=O)Nc1nnc(SCC(=O)NC2CC2)s1	6	1	-7	-1	8	3	0.3	-1
12	Cc1c(C)c2cc(Cl)c(OCC(=O)NCCCn3ccnc3)cc2oc1=O	16	7	-5	-1	0	-12	-1.4	-7
13	COc1ccc([N+](=O)[O-])c(OC)c1C(=O)NC(=O)Nc1c(F)cc(F)cc1F	-3	-6	-10	0	-3	-2	0.6	-5
14	CCCNC(=O)COC(=O)/C=C/c1ccc2c(c1)OCO2	0	1	-6	6	0	-2	1.3	2
15	COc1cc(S(=O)(=O)Nc2c(C)nn(C)c2C)ccc1NC(C)=O	-7	1	-6	0	2	-13	-1.6	0
16	CC(=O)c1c(C)nc(-c2ccccc2)nc1NC(=O)Cc1ccccc1	-15	2	2	1	17	-4	0.2	5
17	COc1ccc(Cn2nnnc2CN2CCC(O)(c3ccc(F)cc3)CC2)cc1	-10	2	-10	-4	13	-7	-1.8	-4
18	C[C@H]1C=C(C(=O)NCc2ccccc2)O[C@@H](OCc2ccc(CO)cc2)C1	-6	3	-5	4	12	5	-0.2	0
19	CC(=O)NC(Cc1cccc(F)c1)C(=O)NC1CCN(C(=O)Nc2ccc(C)cc2)CC1 (stereo not given)	-8	-7	-9	-1	8	-1	0.4	-2
20	Cc1ccc(CN2CC(C(=O)NCCCSc3ccccc3)CC2=O)cc1 (stereo not given)	7	10	-6	0	-1	13	-1.2	-4
21	Cc1nn(C)c(C)c1NS(=O)(=O)c1ccc(OC(F)(F)F)cc1	19	-2	-4	0	8	6	2.3	-1
22	CCCc1cc(=O)oc2c(C)c(OS(C)(=O)=O)ccc12	-5	-7	-4	16*	3	-8	0.2	-2
23	CCCCn1c(N)c(N(CCC(C)C)C(=O)COC(=O)/C=C/c2ccc(F)cc2)c(=O)[nH]c1=O	0	3	-7	0	3	2	-0.8	0
24	O=S(=O)(NCc1ccc2c(c1)OCO2)c1ccc(F)c(F)c1	5	1	-7	0	23	4	0.1	-8
25	CC[C@@]1(C(=O)OC)N[C@H](CN(C)C(C)=O)[C@@H]2C(=O)N(Cc3ccccc3)C(=O)[C@@H]21	0	-5	-5	1	-10	-5	-0.9	-4
26	COc1cc2c(cc1OC)CN(CC(=O)Nc1cccc(C)c1)CC2	0	8	2	-1	2	3	0.9	2
27	Cc1ccc(-c2nnc(-c3ccccc3Br)o2)cc1	-80	6	-5	4	12	13	-0.2	-4
28	COc1ccc(NC(=S)N(CCN2CCOCC2)Cc2cc3cc4c(cc3[nH]c2=O)OCCO4)cc1	11	-14	-2	0	1	14	0.1	0
29	O=C1CCCC(=O)C1C(=O)C1CCN(S(=O)(=O)c2ccccc2)CC1	-10	-3	-2	-2	4	5	-0.1	-3
30	C=CCn1c(SCC(=O)NCc2cccs2)nnc1C1CCCCC1	4	2	-5	1	10	4	-0.4	-7
31	CCn1c(=O)c2cc(C(=O)Nc3ccccc3OC)sc2c2ccccc21	11	10	-2	-5	11	15	1.0	3
32	CCOC(=O)N(Cc1ccccc1)Cc1ccc(C(=O)N[C@@H](Cc2ccccc2)C(=O)O)cc1	-1	0	-3	3	14	0	3.0	2
33	CC(=O)Cn1cnc2scc(-c3ccc(C)c(C)c3)c2c1=O	14	23	-5	3	5	12	0.8	-5
34	Cc1nn(-c2ccccc2)c2nc(N)c(C#N)c(-c3ccc(C(C)(C)C)cc3)c12	5	6	-6	-1	6	-9	4.8	0
35	N#Cc1cnc(Sc2ccccc2)nc1	-1	1	-5	-2	2	-8	-0.3	1
36	Cc1[nH]c(=O)[nH]c(=O)c1CSCC(=O)OCC(=O)c1ccc(Br)cc1	-1	2	0	-6	8	-1	-0.7	1
37	Cc1sc2ncn(CC(=O)NCCCC(=O)N(C)Cc3ccccc3)c(=O)c2c1C	11	0	-12	0	-1	-7	0.0	-1
38	COc1ccc(/C=N/NC(=O)Nc2cccc3nsnc23)c(OC)c1	-3	-6	-5	3	-2	53*	0.6	-2
39	CNS(=O)(=O)c1cc(N(C)S(=O)(=O)c2ccc(C)cc2)c(C)cc1C	3	2	2	0	19	6	-2.0	1
40	CCN(CC1CCCO1)C(=O)C1CCN(C2CCN(Cc3ccccc3C)CC2)CC1 (stereo not given)	28	2	5	1	12	0	0.6	-2
41	O=C(c1ccco1)N1CCN(c2ncnc3scc(-c4cccs4)c23)CC1	18	-2	-6	1	-12	8	1.5	-2
42	CCc1ccc(N(C(=O)c2ccco2)C(C(=O)NC2CCCC2)c2cccnc2)cc1 (stereo not given)	-3	1	-6	-3	1	-11	0.4	-1
43	COc1ccc(C(=O)NC(=C(Cl)Cl)S(=O)(=O)c2ccc(C)cc2)cc1	3	2	.	-1	6	-11	-0.5	.
44	COc1cccc(NC(=O)CN(C)C(=O)CCCc2nc3ccccc3c(=O)[nH]2)c1	0	2	-2	0	8	6	-2.4	-2
45	CC(C)(C)NS(=O)(=O)c1cccc2nsnc12	-2	.	-5	-1	1	.	.	-2
46	COc1ccc(-c2cn(Cc3ccc(C(=O)c4ccccc4)cc3)nn2)cc1	-38	.	-6	6	19	.	.	-1
47	CC(C)(C)OC(=O)C[C@@H]1C/C=C\C[C@@H](CC(=O)N(CCO)Cc2ccccc2)C(=O)N[C@@H](c2ccccc2)COC1=O	-5	8	-3	-2	7	0	0.7	-2
48	CC1(C)NC(=O)N(CCCCOc2cccc(C(F)(F)F)c2)C1=O	-11	-2	-4	5	5	1	-0.5	-1
49	COc1ccc(NC(=O)c2sc3ncn(CC(=O)N4CCN(c5ccccn5)CC4)c(=O)c3c2C)cc1OC	-17	-2	-3	-1	10	7	-1.4	-2
50	CN(C)/C=C(\C#N)C(=O)c1cccc(Oc2ccc(Br)cc2)c1	0	2	-2	-32	-5	-3	-0.3	0

# Carrying on:
no.	molecule	Gli-Sufu block	CXCR6 inh	APOBEC3G inh	NR3A LBD binder	CCR6 antag	EBI2 antag	MPTP block	APOBEC3A inh
51	Cc1ccccc1OCC(=O)Nc1ccc(S(=O)(=O)N2CCCC2)cc1	1	-3	3	.	-4	9	-1.0	2
52	O=C(c1ccc(S(=O)(=O)N2CCCC2)cc1)N1CCN(c2cccc(Cl)c2)CC1	8	-8	-4	-1	15	9	-0.8	-5
53	COc1ccccc1NC(=O)c1sc2ncn(Cc3cccc4ccccc34)c(=O)c2c1C	-1	-8	-7	-3	8	-4	0.6	-5
54	CC(NC(=O)CN1CCOCC1)c1ccccc1 (stereo not given)	3	-2	-13	-1	7	-6	1.5	-3
55	Cc1ccc(-c2ccc(SCC(=O)Nc3cc(C)on3)nn2)cc1	-11	-4	0	0	0	9	1.9	4
56	CCN(CC)c1ccc(S(=O)(=O)N(CC)CC)cc1NC(=O)C1CCCC1	20	-2	0	2	14	14	-0.7	9
57	COc1cc(NC(=O)CSCc2ccc(Cl)cc2)c(C(=O)O)cc1OC	-8	-1	-6	0	-1	-15	0.5	-3
58	CNC(=S)N1C2CCCC1CC(NC(=O)c1ccc(F)cc1)C2 (stereo not given)	6	-7	-4	-2	7	-10	-0.4	-1
59	Cc1ccc(S(=O)(=O)N2CCOCC2)cc1NC(=O)COc1ncnc2ccccc12	1	3	-7	-1	2	-10	-0.4	-5
60	Cc1ccc(NS(=O)(=O)c2cccc(C(=O)NC3CCN(Cc4ccccc4)CC3)c2)c(C)c1	19	0	.	2	15	2	0.1	.
61	CCCC(=O)NC1CCc2cc(OC)c(OC)c(OC)c2-c2ccc(OC)c(=O)cc21 (stereo not given)	56*	0	.	-1	1	-20	-0.4	.
62	Cc1cc2cc(OCc3ccccc3)ccc2n1C	-108	-10	-6	0	17	14	-0.7	-6
63	CCOC(=O)c1ccc(NC(=O)CCOc2ccc(C)cc2)cc1	-2	-5	1	-2	2	1	8.6	0
64	Cc1nnc2ccc(-c3ccc(NS(C)(=O)=O)cc3)nn12	-2	3	-7	1	7	-8	-0.9	-3

# Not a hit list; 5.8% or so of the library scored in one or more.
